RGS4 inh: inhibitors of human RGS4 | P49798 | HEK293 M3R/RGS4 inducible, Fluo-4 calcium flux; hits give high values; triggered by carbachol at its EC20 | B-score at 10 µM | 310,000 compounds, 0.45% hits;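 active = B-score, a plate-corrected calcium signal, over three deviations above library mean, with baseline fluorescence within five deviations of library mean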;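 also: RGS4 expression induced by doxycycline in cells with stable M3 receptor; B-score is computed from the integrated fluorescence ratio over baseline after carbachol; higher B-score means a larger calcium signal and so more RGS4 inhibition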
Target sequence (P49798 whole entry, looked up): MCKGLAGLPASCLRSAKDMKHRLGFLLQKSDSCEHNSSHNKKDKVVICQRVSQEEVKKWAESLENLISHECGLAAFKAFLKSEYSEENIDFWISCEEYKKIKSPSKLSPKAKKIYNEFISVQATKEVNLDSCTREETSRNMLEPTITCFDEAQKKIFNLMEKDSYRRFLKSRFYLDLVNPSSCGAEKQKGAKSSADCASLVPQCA
KCNQ1 block: inhibitors of human KCNQ1 potassium channel; P51787; CHO-K1 KCNQ1, FluxOR thallium flux fluorescence; hits give high values; 310,000 compounds, 1.3% hits; B-score at 10 µM;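 active = compounds whose thallium flux B-score, printed positive for inhibition, exceeds three library SD while starting fluorescence stays within three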;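 also: channel opened by potassium depolarization with thallium stimulus after 20 min compound exposure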
KCNK3 inh: human KCNK3 channel inhibition, primary screen; CHO-KCNK3 thallium flux, FluxOR fluorescence; hits give low values; O14649; 340,000 compounds, 0.84% hits; B-score at 10 µM;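 active = B-score under library mean minus 4 SD, starting fluorescence ratio at most library mean plus 5 SD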;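 also: more negative B-score means stronger inhibition of thallium flux through KCNK3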
Target sequence (O14649 whole entry, looked up): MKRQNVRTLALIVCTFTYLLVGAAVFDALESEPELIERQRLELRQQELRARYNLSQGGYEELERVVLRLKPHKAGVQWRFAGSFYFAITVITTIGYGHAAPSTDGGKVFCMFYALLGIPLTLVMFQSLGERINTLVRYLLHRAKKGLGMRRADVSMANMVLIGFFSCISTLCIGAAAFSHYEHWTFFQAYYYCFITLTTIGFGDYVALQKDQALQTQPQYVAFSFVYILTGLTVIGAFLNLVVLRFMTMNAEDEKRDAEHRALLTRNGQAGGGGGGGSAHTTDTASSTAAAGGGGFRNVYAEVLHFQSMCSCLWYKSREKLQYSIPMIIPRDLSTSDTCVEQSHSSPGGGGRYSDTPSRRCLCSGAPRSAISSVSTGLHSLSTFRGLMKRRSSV
GSK3 alpha inh: inhibitors of human GSK-3 alpha kinase; 320,000 compounds, 0.1% hits; AID 2650; ADP-Glo luminescence, 60 min; P49840; inhibition, % at 10 µM;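 in the data active = inhibition above about 50%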;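 also: GST-tagged GSK-3 alpha with peptide substrate and 25 µM ATP; 0% = DMSO neutral wells and 100% = GW8510 positive control wells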
hERG protect: compounds protecting human hERG from proarrhythmic drug block | Q12809 | CHO-hERG, FluxOR thallium flux, dofetilide IC70 present | activation (rescue from dofetilide block), less the hit threshold, % at 10 µM | 310,000 compounds, 0.51% hits | AID 1511;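 active = activation above the mean of controls blocked by dofetilide plus 5 SD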;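 also: thallium influx through hERG after potassium depolarization seen as dye fluorescence rise; in these data hits start at about 4.7%; inactives centre near -7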
GSK3B inh: blocks human GSK3beta kinase activity; AID 2097; P49841; 300,000 compounds, 0.038% hits; activity score (negative = inhibition), % at 10 µM; GST-GSK3beta kinase, ADP-Glo luminescence, 60 min; hits give low values;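 active = more than half of replicate wells score below -50%, meaning over 50% inhibition versus plate controls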;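 also: 0% = median DMSO wells and -100% = median GW8510 positive control wells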
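Test system: GST-tagged human GSK3beta kinase, cell-free; evaluation: activity score scaled between in-plate DMSO and GW8510 controls; measured by: ADP-Glo luminescence; incubation: 60 min reaction, RT; benchmarks: DMSO and 20 µM GW8510; reagent: peptide substrate plus 25 µM ATP (final); medium: Tris/MgCl2 kinase buffer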
PolyA inhibitor: blocks polyadenylation in yeast reporter cells. S. cerevisiae SKY197-pL101 polyadenylation reporter, beta-gal luminescence; efflux-impaired pdr1/pdr3 knockout yeast; score 100 = 6 SD above DMSO. calls only at 12 µM. 300,000 compounds, 0.02% hits;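 active = lowest replicate activity score at least 50, where 100 means six control SD above control mean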;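 also: yeast exposed to compound for 9 h at 30 °C; higher score means more reporter readthrough which indicates perturbed polyadenylation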
Dyrk1A ADPGlo: Dyrk1A (rat) kinase inhibition | Q63470 | ADP-Glo luminescence, NFATc1 peptide | inhibition, % at 12.5 µM | 310,000 compounds, 0.43% hits | AID 504441; in the data active = inhibition above about 50%;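 also: plate controls were vehicle with enzyme for no effect and no enzyme for full effect; many of its hits are not listed in these tables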
KCNQ1 act: potentiators or activators of human KCNQ1 potassium channel. CHO-K1 KCNQ1, thallium flux FluxOR fluorescence; hits give high values. 310,000 compounds, 0.35% hits. B-score at 10 µM. AID 2648;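 active = fluorescence ratio B-score, a plate-corrected score, at least three library SD, with initial intensity B-score within 5 SD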
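assay system = CHO-K1 cells stably expressing KCNQ1 | medium = assay buffer, equal DMSO in all wells | timing = 37 °C overnight plating, 90-min dark dye load, 20-min compound pretreatment | measured by = kinetic FluxOR thallium fluorescence, 10-s 1-Hz baseline, 110-s post-stimulus read | measure = fluorescence change relative to baseline, converted to B score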
RGS4 pot: potentiators or activators of RGS4. 310,000 compounds, 0.92% hits. HEK293 M3R/inducible RGS4, carbachol calcium flux Fluo4; hits give low values. B-score at 10 µM;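 active = B-score of the integrated calcium signal more than 4 SD below the library mean, with starting fluorescence not abnormally high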;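 also: negative B-score means reduced calcium response which marks RGS4 activation or potentiation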
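Detection: kinetic calcium fluorescence imaging with Fluo4-AM dye, 2 µM / Material: HEK293 cells with stable M3R and inducible RGS4 / Schedule: recording 10 s baseline at 1 Hz, 100 s post-agonist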
KCNK9 block: human KCNK9 channel inhibition | HEK293 KCNK9, FluxOR thallium flux fluorescence; hits give low values | B-score at 10 µM | Q9NPC2 | 310,000 compounds, 1.2% hits;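 active = ratio B-score over 3 SD below the library mean, with starting fluorescence within 5 SD of its mean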;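 also: negative B-score means less thallium flux so channel inhibition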
Target sequence (Q9NPC2 whole entry, looked up): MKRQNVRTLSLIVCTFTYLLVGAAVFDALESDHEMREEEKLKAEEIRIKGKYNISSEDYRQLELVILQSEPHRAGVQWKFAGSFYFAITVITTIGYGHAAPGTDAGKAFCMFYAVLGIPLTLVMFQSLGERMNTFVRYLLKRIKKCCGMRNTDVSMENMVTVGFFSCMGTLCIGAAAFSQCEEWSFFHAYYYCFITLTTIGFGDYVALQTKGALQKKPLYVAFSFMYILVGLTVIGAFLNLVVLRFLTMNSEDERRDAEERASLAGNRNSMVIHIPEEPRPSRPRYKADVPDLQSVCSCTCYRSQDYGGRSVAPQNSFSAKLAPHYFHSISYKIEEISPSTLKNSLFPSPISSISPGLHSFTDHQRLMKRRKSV
Starred values were filed as active, the others as inactive; i = inactive; / = not tested or not shown. This is a subset (hit frequency here may not be typical).

Preview:
Compound	RGS4 inh	KCNQ1 block	KCNK3 inh	GSK3 alpha inh	hERG protect	GSK3B inh	PolyA inhibitor	Dyrk1A ADPGlo	KCNQ1 act	RGS4 pot	KCNK9 block
CN(C(=O)C1CCCO1)c1nnc(-c2ccccn2)s1 (stereo not drawn)	i	i	i	4	-7	1	i	3	i	i	i
Cc1ccccc1NC(=O)COC(=O)c1cc(=O)c2ccccc2o1	i	i	/	/	-10	1	i	/	i	i	i

All compounds of this part, from the first entry:
Compound	RGS4 inh	KCNQ1 block	KCNK3 inh	GSK3 alpha inh	hERG protect	GSK3B inh	PolyA inhibitor	Dyrk1A ADPGlo	KCNQ1 act	RGS4 pot	KCNK9 block
CN(C(=O)C1CCCO1)c1nnc(-c2ccccn2)s1 (stereo not drawn)	i	i	i	4	-7	1	i	3	i	i	i
Cc1ccccc1NC(=O)COC(=O)c1cc(=O)c2ccccc2o1	i	i	/	/	-10	1	i	/	i	i	i
Cc1ccc(CN2C(=O)S/C(=C\c3ccccc3OCC(=O)O)C2=O)cc1	i	i	i	-6	-14	-1	i	4	i	i	i
CC(=O)Nc1ccc(S(=O)(=O)NCC2CCC(C(=O)N3CC(C)CC(C)C3)CC2)cc1 (stereo not drawn)	i	i	i	-2	-4	-4	i	0	i	i	i
CCN1C(=O)C2(/C(=C(\O)c3ccc4c(c3)OCCO4)C(=O)C(=O)N2CCCOC)c2ccccc21 (stereo not drawn)	i	i	i	-2	0	1	i	8	i	i	i
COc1ccc(CCNC(=O)CSc2nnc(NC(C)=O)s2)cc1OC	i	i	i	1	0	2	i	-5	i	i	i
COC(=O)c1cc(S(=O)(=O)N2CCC(c3ccccc3)C2)c[nH]1 (stereo not drawn)	i	i	i	/	-5	0	i	2	i	i	i
CCC(OC(=O)CCc1nc2ccccc2[nH]c1=O)C(=O)c1ccccc1 (stereo not drawn)	i	i	i	1	-5	0	i	3	i	i	i
C/C=C\C=C/C(=O)Nc1cccc(C2=NOC3(C2)C[C@H](C(N)=O)N(C(=O)CC)C3)c1 (stereo partly drawn)	i	i	i	-2	-5	-1	i	-5	i	i	i
COC(C(=O)NC(C(C)C)C(C)C)c1ccccc1 (stereo not drawn)	i	i	i	0	0	1	i	-3	i	i	i
CCCCN1CN(Cc2ccco2)CNC1=S	i	i	i	-3	-5	-1	i	3	i	i	i
COc1ccc(NC(=O)c2cnc(C)cn2)cc1-n1cnnn1	i	i	i	-1	-2	1	i	8	i	i	i
CC(C(=O)Nc1c2c(cc3c1CCC3)CCC2)N1CCCC1 (stereo not drawn)	i	i	i	-2	-11	-1	i	6	i	i	i
CC(=O)Nc1ccc(NC(=O)Cn2cc3c(n2)CCC(C)C3)cc1 (stereo not drawn)	i	i	/	/	-2	1	i	/	i	i	i
CC(=O)N1CCc2cc(S(=O)(=O)NC(C(=O)Nc3ccc4c(c3)OCCO4)C(C)C)ccc21 (stereo not drawn)	i	i	i	1	-4	-8	i	6	i	i	i
COc1ccc(OC)c(/C=N/NC(=O)c2cc(-c3ccc(C)o3)nc3ccccc23)c1	i	i	i	/	-11	1	i	11	i	i	i
CCC(C)c1ccc(S(=O)(=O)N2CCN(S(=O)(=O)c3ccc(NC(C)=O)cc3)CC2)cc1 (stereo not drawn)	i	i	i	-2	-5	3	i	-6	i	i	i
CCc1ccc(C(=O)COC(=O)c2cccnc2Cl)cc1	i	i	i	-2	-13	-3	i	0	i	i	i
CC(C)(C)n1nnnc1C(c1cccnc1)N1CCN(c2ccccn2)CC1 (stereo not drawn)	i	i	i	-4	-12	0	i	3	i	i	i
COCCCN1C(=O)c2ccc(C(=O)O)cc2C1=O	i	i	i	/	-6	0	i	3	i	i	i
CC(C)Nc1oc(Cc2cccc3ccccc23)nc1C#N	i	i	i	1	-9	2	i	2	i	i	i
O=C(c1ccc(COc2ccccc2Cl)o1)N1CCCC1	i	i	i	-1	-11	-1	i	4	i	i	i
O=C(Cc1ccccc1[N+](=O)[O-])N1CCN(c2ccc(F)cc2)CC1	i	i	i	0	-3	0	i	0	i	i	i
CCCCc1ccc(NC(=O)N2CCN(c3cc(C)nc4ccccc34)CC2)c(C)c1	i	i	i	1	-9	4	i	2	i	i	i
O=C(Nc1ccc2oc(-c3ccccc3Cl)nc2c1)c1ncn[nH]1	i	i	i	6	-5	2	i	-3	i	i	i
COc1ccc(-c2nnn(Cc3ccccc3)n2)cc1	i	i	i	-4	-5	-1	i	-2	i	i	i
CC(=O)Nc1ccc(NC(=O)CSc2nc3ccccc3o2)cc1	i	i	i	-2	-6	-19	i	4	i	i	i
O=C(Nc1ccc(C2CCCCC2)cc1)C1CCCN(c2ncccn2)C1 (stereo not drawn)	i	i	i	0	-3	-4	i	/	i	i	i
CCOc1ccc(C(=O)NCCCN2CCOCC2)cc1OCC	i	i	i	-4	-11	-4	i	-4	i	i	i
COc1cc(NC(=O)c2ccc(C)cc2)c(OC)cc1NC(=O)CN1CCOCC1	i	i	i	-1	-12	3	i	-11	i	i	i
CCOC(=O)N1CCN(C(=O)Cn2cc3c(n2)CCCC3)CC1	i	i	i	-1	-4	2	i	0	i	i	i
COC(=O)c1cc(C)sc1NC(=O)CCCC(=O)O	i	i	i	1	-11	2	i	4	i	i	i
CCOc1ccc(CNCCc2ccc(S(N)(=O)=O)cc2)cc1	i	i	i	0	-4	-5	i	0	i	i	i
O=C(c1ccccc1)c1cccn1CC(=O)N1CCN(c2ccc(F)cc2)CC1	i	i	i	-1	-9	-1	i	-3	i	i	i
CCOC(=O)CSc1nc(C)c(C(C)=O)cc1C(N)=O	i	i	i	-2	-7	-1	i	3	i	i	i
O=C(NNC(=O)c1ccccc1O)c1ccc(S(=O)(=O)Nc2ccccc2F)cc1	i	i	i	-3	-8	0	i	12	i	i	i
Cc1cc(NC(=O)Nc2ccc(F)cc2)no1	i	i	i	-1	-1	0	i	0	i	i	i
Cc1cc(NC(=O)Cn2nnc3sc4c(c3c2=O)CCCC4)no1	i	i	i	1	-10	1	i	/	i	i	i
Cc1nc(-c2ccc(S(=O)(=O)NCC3CCN(C(=O)OC(C)(C)C)CC3)s2)cs1	i	i	i	-1	-9	4	i	0	i	i	i
Cc1cc(C)c(-c2csc(NC(=O)/C=C/c3cccs3)n2)c(C)c1	i	i	i	0	-5	0	i	-3	i	i	i
CN(C)C(=O)CCc1nc2sc3c(c2c(=O)[nH]1)CCCC3	i	i	i	-2	-8	0	i	9	i	i	i
CCC(C)N(C(=O)CCC(=O)Nc1cc(C)on1)C(C(=O)NC(C)(C)C)c1ccccc1Cl (stereo not drawn)	i	i	i	-2	-6	0	i	2	i	i	i
Cc1cnc(=O)[nH]c1SCC(=O)c1ccc(F)cc1	i	i	i	-4	-6	0	i	3	i	i	i
O=C(CNc1cccc2ccccc12)N/N=C/c1ccc(OC(=O)/C=C/c2ccco2)cc1	i	i	i	/	-12	2	i	5	i	i	i
Cc1c(NS(=O)(=O)c2ccc(N=NN(C)C)cc2)c(=O)n(-c2ccccc2)n1C	i	i	i	-8	-4	0	i	-3	i	i	i
COc1cccc(CN2CCN(Cc3[nH]c4ccccc4c3C)CC2CCO)c1 (stereo not drawn)	i	i	i	/	-10	1	i	-1	i	i	i
NC(=O)COC(=O)CC12CC3CC(CC(Br)(C3)C1)C2	i	i	i	-1	-4	-1	i	-2	i	i	i
Cc1cc(C)c(S(=O)(=O)c2ccccc2F)c(=O)[nH]1	i	i	i	0	-5	1	i	-3	i	i	i
CCc1ccc(OCCn2ccnc2)cc1	i	i	i	3	-8	0	i	-3	i	i	i
COc1cc(C(=O)NCC(=O)N/N=C/c2ccco2)cc(OC)c1OC	i	i	i	-2	-6	-2	/	-4	i	i	i
CC1CCN(Cc2nc(Cl)c3c4c(sc3n2)CCC4)CC1	i	i	i	0	-10	0	i	-2	i	i	i
CCCC(=O)Nc1cccc(NC(=O)c2ccc([N+](=O)[O-])cc2Cl)c1	i	i	i	-5	-6	-3	/	-3	i	i	i
CCSc1nc2ccccc2c(=O)n1CCc1ccc(OC)c(OC)c1	i	i	-9.4*	3	-13	2	i	4	i	i	i
O=C(/C=C/c1ccc(F)cc1)NC(=S)Nc1ccccc1O	i	i	i	-6	-9	-5	i	2	i	i	i
CCN(C(=O)COC(=O)C1CCN(S(=O)(=O)c2c(Cl)cccc2Cl)CC1)C1CCCCC1	i	i	i	0	-10	4	i	-5	i	i	i
Cc1cccc(CCNC(=O)C2CCC(CNc3c(N4CCCC4)c(=O)c3=O)CC2)c1 (stereo not drawn)	i	i	i	1	-11	2	i	-4	i	i	i
Oc1[nH]c2c(Cl)cc(Cl)cc2c1N=NC(=S)NCC1CCCO1 (stereo not drawn)	i	i	i	-3	12*	2	i	-1	52*	i	i
COc1ccc(NC(=O)Nc2c(SC)nsc2SC)cc1	i	i	i	6	-4	3	i	-3	i	i	i
Cc1cc(/C(N)=N/OC(=O)Nc2ccccc2)no1	i	i	i	-4	-6	0	i	4	i	i	i
CCCCNC(=O)CN1C(=O)NC2(CCOc3ccccc32)C1=O (stereo not drawn)	i	i	i	-2	-11	2	i	-2	i	i	i

Later entries:
Compound	RGS4 inh	KCNQ1 block	KCNK3 inh	GSK3 alpha inh	hERG protect	GSK3B inh	PolyA inhibitor	Dyrk1A ADPGlo	KCNQ1 act	RGS4 pot	KCNK9 block
CN(C)C(=O)c1ccccc1NC(=O)Cc1cccc2ccccc12	i	i	i	-1	-2	0	i	4	i	i	i
CC(=O)N/C(=C/c1ccc2c(c1)OCO2)C(=O)NC(Cc1ccccc1)C(=O)O (stereo not drawn)	i	i	i	0	-6	2	i	-6	i	i	i
CN(C)Cc1c(C(=O)N/N=C/c2ccncc2)nnn1-c1nonc1N	i	i	i	64*	-7	-29	i	12	i	i	i
Cc1ccc(C)c(OCC(=O)OCC(=O)Nc2c(C)nn(-c3ccccc3)c2C)c1	i	i	i	0	-10	2	i	11	i	i	i
CC(C)(C)C(=O)Nc1nnc(SCC(=O)NC2CC2)s1	i	i	i	-1	-4	-20	i	2	i	i	i

From PubChem
